Akt phos inh = Akt phosphorylation inhibition. Neuro2A IGF-stimulated pAkt S473 HTRF, 20 min; hits give low values. activity change, % for hits at 50 µM. 0.32% of 360,000 active. AID 651550; in the data active means activity change below about -80%; inconclusive means mostly about -51% to -80%; further: on the % scale 0 is the no-effect control and ±100 the full control effect
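Neuro2A cells (4,500/well, DMEM with 0.5% FBS) were treated with compound at a single 50 µM final concentration, stimulated with 6 nM IGF for 20 min at 37 °C, and lysed. Phospho-Akt Ser473 was read by HTRF as 665/615 ratio ×10^4.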
HepG2 viability = counter-screen for TGF-b inhibitors: cytotoxicity in HepG2 cells. HepG2 CAGA-GFP viability, ATP luminescence, 18 h. 0.76% of 410,000 active. Potency, µM (highest dose often 46.1 µM), inactives show top-dose activity change, negative = cytotoxicity, actives largely listed as cytotoxic. AID 588856; further: potency means the concentration at half of the fitted maximal effect; some results filed as inactive show a strong effect at the top dose
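CellTiter-Glo luminescence gave cytotoxicity after 18 hours at 37 degrees C. The cells were HepG2 CAGA-GFP in 1% FBS DMEM, stimulated with 500 pg/mL TGF-beta after compound addition. %Activity was normalised to no-cell wells (complete cell-killing) and DMSO (no toxicity), and curves were fitted and classified.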
Nrf2 block = inhibitors of Nrf2 signaling; A549 ARE-Fluc reporter, luciferase luminescence, 18-24 h; Potency, µM (titrated, usually from 46 µM), for the others: at the highest dose activity change, negative = inhibition, hits mostly inhibitors; 2.1% of 360,000 active; further: potency means the concentration at half of the fitted maximal effect; on the % scale 0 is the no-effect control and ±100 the full control effect; nearly all actives have a fitted effect of over 60% in size
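Nrf2 activity is the BugLite luminescence, read 15 min after reagent at room temperature, following CellTiter-Fluor cytotoxicity readout (30 min, 37C). Compound titrations were applied for 18-24 h to 5000 A549 ARE_Fluc cells/well in 5% FBS OPTI-MEM.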
TGFb SMAD3 inh = inhibitors of TGF-b signaling. 1.2% of 410,000 active. HepG2 CAGA-GFP TGF-b/SMAD3 reporter, GFP fluorescence, 18 h; TGF-beta stimulated, 500 pg/mL final. Potency, µM (series often up to 46.1 µM), for the others: at the highest dose activity, negative = inhibition, hits mostly inhibitors. AID 588855; further: potency means the concentration at half of the fitted maximal effect; on the % scale 0 is the no-effect control and ±100 the full control effect; nearly all actives have a fitted effect of over 65% in size
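HEPG2 CAGA-GFP reporter cells (1000/well, DMEM with 1% FBS) received compounds, then recombinant TGF-beta at 500 pg/mL final for 18 hours at 37 degrees C. Per-cell GFP summed per well was normalised to unstimulated and stimulated DMSO controls before curve fitting.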
Mm-Cpn inhibitor = M. maripaludis TRiC chaperonin inhibition; purified Mm-Cpn ATPase, ADP Transcreener TR-FRET; Potency, µM (series often up to 76.9 µM), for inactives: at the highest dose activity, negative = inhibition, most hits filed as inhibitors; 0.031% of 330,000 active; AID 504842; further: potency means the concentration at half of the fitted maximal effect; on the % scale 0 is the no-effect control and ±100 the full control effect; nearly all actives have a fitted effect of over 80% in size
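Quantitative HTS used 25 nM Mm-CPN and 10 uM ATP in magnesium/KCl Tris buffer, pH 7.4, with 1 mM DTT. Hydrolysis ran 30 min at 37°C; ADP was read by HTRF.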
A549 tox = A549 cytotoxicity, counter-screen for Nrf2 inhibitors; A549 ARE-Fluc cells, CellTiter-Fluor viability, 18-24 h; Potency, µM (titrated, usually from 46 µM), for the others: top-dose activity change, negative = cytotoxicity, hits mostly inhibitors; 0.16% of 390,000 active; AID 504648; further: potency means the concentration at half of the fitted maximal effect; on the % scale 0 is the no-effect control and ±100 the full control effect
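A549 ARE_Fluc cells in 5% FBS OPTI-MEM were exposed to compounds in concentration-response for 18-24 h at 37 deg C. Viability was read by CellTiter-Fluor fluorescence (Ex 405/Em 525) after 30 min, before the luciferase read.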
Nrf2 ARE act = activators of Nrf2 (ARE) signaling. Potency, µM (series often up to 46.1 µM), inactives show at the highest dose activation, actives largely listed as activators. AID 624171. 0.31% of 410,000 active. AREc32 ARE-luciferase reporter (MCF7-derived line), luminescence, 24 h; further: potency means the concentration at half of the fitted maximal effect; % of control where 0% means no effect; nearly all actives have a fitted effect of over 65% in size
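Reporter line AREc32 (ARE-Fluc), seeded overnight in OPTI-MEM with 5% FBS; compound pin-transferred, 24 hr at 37 deg C, 5% CO2; luminescent read-out.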
CCT chaperon mod = cytosolic chaperonin activity modulation. purified chaperonin ATPase assay, HTRF ADP detection, 30 min. activity change, % (test concentration not listed), hits read low. 0.3% of 360,000 active. AID 651819; in the data active means activity change below about -30%; further: on the % scale 0 is the no-effect control and ±100 the full control effect
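Enzyme 40 or 20 nM (batch-dependent) in Tris pH 7.4/KCl/MgCl2/DTT; cpd 76 uM single point; ATP 10 uM; 30 min 37 °C; Transcreener ADP HTRF detection, 30 min RT; ratio 665/615.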
S2 tox = viability counter-screen for ATXN expression inhibitors | AID 651635 | S2 cells (HEK-293 line with an ATXN2-luciferase reporter) viability, CellTiter-Fluor protease fluorescence, 24 h | Potency, µM (highest dose often 56.7 µM), actives largely listed as cytotoxic | 0.49% of 400,000 active; further: potency means the concentration at half of the fitted maximal effect; nearly all actives have a fitted effect of over 40% in size
* hit, by the source's call; i = inactive; ? = inconclusive; . = no result given; & = joins results of further samples; [ ] = dose if it differs, or a comment. Unless noted, the call rests on the fitted dose curve; in most records, active means well fitted curve in the direction sought with a large enough effect; inconclusive means small, poorly fitted or top-dose-only effect, or another doubt; inactive means no such curve, though single readings can be large; an effect the other way counts as inactive or inconclusive.

SMILES | Akt phos inh | HepG2 viability | Nrf2 block | TGFb SMAD3 inh | Mm-Cpn inhibitor | A549 tox | Nrf2 ARE act | CCT chaperon mod | S2 tox
Cc1ccc(OC(=O)CCNC(=O)c2ccccc2Cl)c(Br)c1 | i | -1.1% | -5.9% | 17.3% | 0.8% | 1.4% | 0.1% | -1.5 | i
COc1ccc(-n2c(=O)c(CCC(=O)N(C)Cc3ccccc3C)nc3ccccc32)cc1 | i | -32.3% | ? | -37.5% | -3.8% | -0.1% | 2.7% | -5.6 | i
Cc1cc(=O)[nH]c(N)n1 | i | 0.1% | 1.8% | 0.4% | 1.3% | 0.0% | 0.2% | -0.8 | i
Cc1cccc2cc(CN(CC3CCCO3)C(=S)NCc3ccco3)c(=O)[nH]c12 (stereo unspecified) | i | 2.0% | -24.5% | 14.2% | 1.4% | -5.1% | -0.3% | -1.0 | i
N#Cc1nc(-c2cccs2)oc1NCc1ccccc1 | i | -5.2% | . | -15.8% | -2.6% | 1.5% | 6.8% | -2.9 | i
Cc1cccc(OCCNC(=S)NC(=O)c2cccnc2)c1 | i | 12.5% | 3.2% | 0.0% | -10.2% | 12.3% | 1.4% | -14.4 | i
COc1ccccc1NC(=O)N1CCCC1 | i | -4.7% | -11.2% | -11.2% | 2.2% | 2.7% | 1.8% | 3.0 | i
CCO[C@H]1OC(C(=O)NC2CC2)=C[C@@H](C2CCCCC2)[C@@H]1CCCO | i | -24.8% | -3.5% | ? | -0.6% | -1.5% | 4.9% | 0.4 | i
COC(=O)c1ccc(COc2cccnc2[N+](=O)[O-])cc1 | i | -7.1% | -2.6% | -15.7% | 3.8% | 1.7% | 0.8% | -1.8 | i
CSc1ccccc1OCc1cc(C(=O)N2CCC[C@H]2C(N)=O)no1 | . | -3.6% | 9.7% | -3.8% | -1.5% | -4.7% | -0.7% | -2.7 | i
O=C(NCc1ccccn1)c1nnc(Cc2ccc(Cl)cc2)o1 | i | -0.8% | 13.6% | -4.9% | 0.1% | 0.9% | 0.1% | -3.3 | i
CCN(CC)c1ccc(/C=N/NC(=S)NCc2ccco2)cc1 | i | 3.8% | -17.3% | ? | 0.6% | -6.3% | -0.1% | -2.1 | i
CCOc1ccc(-n2c(SCC(=O)N3CCc4ccccc43)nc3c([nH]c4ccccc43)c2=O)cc1 | . | -17.8% | . | 6.6% | . | 9.5% | -1.2% | . | i
CNc1ncnc2c1ncn2[C@H]1CN(Cc2cccs2)C[C@@H](CO)O1 | i | 1.1% | . | 30.3% | . | . | -1.2% | -0.6 | i
Cc1cccc(OCC(=O)Nc2ccccc2C(=O)OCc2cc(=O)n3nc(C4CC4)sc3n2)c1 | . | 6.0% | . | 6.5% | . | 0.3% | 0.0% | . | i
Cc1c(C(=O)c2cccc(F)c2)c2ccccn2c1CCC#N | i | 0.0% | -15.1% | 0.0% | -0.3% | -12.8% | 2.8% | -4.0 | ?
COc1cccc(CN(C)C(=O)CSCC(=O)Nc2cccc(C)c2)c1OC | i | 0.9% | -8.8% | -7.3% | -1.2% | -3.5% | -0.5% | 0.3 | i
CC(C)[C@H]1COCCS(=O)(=O)N1Cc1cccc(Cl)c1 | i | 12.3%&-2.4% | 14.2% | ? | -4.4% | -6.9% | -1.3% | -0.8 | i
O=C(Cn1cc(/C=N/NC(=O)c2cccc(C(F)(F)F)c2)c2ccccc21)Nc1ccc(F)cc1 | i | -34.7% | ? | -1.0% | 2.4% | ? | 0.0% | 1.7 | ?
CC(=O)c1ccc(OCc2cc(C(=O)N(C)Cc3ccccn3)no2)cc1 | i | -5.5% | ? | 7.1% | 2.9% | -2.4% | 3.5% | -1.5 | i
CCOC(=O)Sc1nc2ncncc2[nH]1 | i | -49.3% | 15.7% | -19.5% | . | 1.8% | 3.4% | -2.5 | i
CN(Cc1ccc(Cl)c(Cl)c1)C(=O)C1CC(=O)N(c2ccc3c(c2)OCCO3)C1 (stereo unspecified) | i | -2.6% | . | -12.0% | . | . | -0.4% | 2.2 | i
CCOC(=O)C1CCCN(C(=O)c2ccc(OC)cc2OC)CC1 (stereo unspecified) | i | 0.8% | . | -2.0% | . | . | -1.1% | -0.7 | i
O=C(Nc1ccccc1)c1cc(C2COCCN2C(=O)c2cccs2)on1 (stereo unspecified) | i | -23.7% | . | -3.2% | . | . | -0.1% | 0.6 | i
CC1=C(C(=O)Nc2ccc(C)cc2C)C(C(C)C)n2nc(SCc3ccccc3Cl)nc2N1 (stereo unspecified) | . | -5.2% | -3.7% | -29.7% | . | 2.8% | -0.3% | . | i
Further records
SMILES | Akt phos inh | HepG2 viability | Nrf2 block | TGFb SMAD3 inh | Mm-Cpn inhibitor | A549 tox | Nrf2 ARE act | CCT chaperon mod | S2 tox
CC[N+](CC)(CC#Cc1ccccc1)CC(=O)c1ccc(Cl)cc1 | i | -22.3% | -9.2% | 22.1% | -1.7% | -4.2% | -0.3% | -1.2 | i
Cc1cc(F)ccc1NC(=O)c1c(C)oc2c1C1=NCCN1C=N2 | . | -14.5% | ? | -9.6% | . | 4.5% | 0.3% | . | i
Cc1ccc(OCC(=O)O/N=C(\N)c2ccccn2)cc1C | i | -9.4% | ? | 2.8% | 2.6% | 1.2% | 2.4% | -1.2 | i
CCC(CC)C(=O)Nc1nnc(SCC(=O)NC2CCCCC2)s1 | i | 0.5% | -16.4% | -23.2% | 1.2% | -7.1% | -1.1% | -4.0 | i
C/C(CC(=O)NC(C)C)=N\NC(=O)COc1cc(C)c(Br)cc1Br | i | -20.2% | -8.6% | -0.4% | -0.8% | 4.4% | -0.5% | -2.1 | i
Cc1cc(NC(=O)CSc2nncc(=O)n2N)no1 | i | -20.2% | -2.3% | -0.9% | -1.4% | -0.6% | 0.2% | -0.1 | i
CC(C)(C)c1ccc(C(=O)O[C@H]2[C@H](Cc3ccccc3)NS(=O)(=O)[C@H]3C[C@@H]4C=C[C@]23O4)cc1 | i | 3.1% | ? | -9.6% | -8.0% | -4.4% | 0.2% | -1.3 | i
Cc1ccc(-c2nc(CS(=O)(=O)CC(=O)NCCN3CCCC3)c(C)o2)cc1 | i | -9.1% | 5.7% | 0.0% | -0.5% | 3.4% | 0.2% | -3.0 | i
O=C(Nc1ccccc1Cl)NC1(C(=O)NCCCN2CCOCC2)CCCCC1 | i | -1.2% | 4.7% | 4.4% | -7.1% | -7.6% | 0.5% | 0.5 | i
O=C(/C=C/c1ccc([N+](=O)[O-])cc1)c1cccs1 | i | -5.1% | 6.8% | -2.4% | 0.5% | 1.9% | 2.4% | 0.6 | i
CN(c1ccccc1)S(=O)(=O)c1cccc(C(=O)NNC(=O)c2ccccc2)c1 | i | 19.7% | ? | 0.0% | 0.9% | -0.3% | 0.2% | -3.5 | i
CN(Cc1ccccc1)C(=O)c1nc2ccccn2c1CN1CCC(N2CCOCC2)CC1 | i | -6.6% | -4.5% | 9.1% | -13.0% | 0.6% | -0.8% | -3.4 | i
CC(=O)c1ccc(NC(=S)Nc2ccc3[nH]c(=O)[nH]c3c2)cc1 | i | 26.0% | 7.8% | 31.3%[activator] | 0.3% | 0.4% | 8.9% | -13.0 | i
Cc1ccc(C)c(C(=O)COC(=O)c2cccc(N3C(=O)c4c(C)nc5ccccc5c4C3=O)c2)c1 | i | 1.8% | -9.3% | 11.6% | 3.3% | 4.3% | -0.6% | -5.8 | i
O=C(CSC1=NS(=O)(=O)c2cc(F)ccc2N1)Nc1ccccc1F | i | -15.8% | 16.8% | 1.0% | 3.1% | -0.3% | -0.1% | 0.6 | i
CCOC(=O)C1CCCN(C(=S)NC2CCCC2)C1 (stereo unspecified) | i | -5.4% | 17.0% | 4.2% | -2.4% | -4.2% | 0.1% | -0.4 | i
O=c1c(N2CCN(c3ccccc3)CC2)csc2ccc(Cl)cc12 | . | -6.3% | . | 0.0% | . | -22.6% | 5.6% | . | i
Cc1ccc(SCC(=O)N2CCOCC2)cc1 | i | 0.7% | 22.4% | 4.0% | 2.4% | -5.1% | -0.3% | 0.9 | i
CC1=C(C(=O)Nc2cccc(C(F)(F)F)c2)C(c2ccccc2)n2ncnc2N1 (stereo unspecified) | . | -20.6% | . | -5.2% | . | -6.2% | 0.1% | . | i
CC(C)CN1CC(C)C(=O)N(c2ccccc2)C1=O (stereo unspecified) | i | 6.2% | 3.1% | 10.4% | . | -0.4% | 0.3% | -2.3 | i
Nc1nc(N2CCCCC2)nc2ccccc12 | . | -0.1% | -11.1% | 31.9%[activator] | -0.1% | -12.5% | 6.6% | -1.7 | i
O=C(Cc1ccccc1)NCCCc1ccccc1 | i | -18.6% | . | 3.7% | 0.6% | 0.1% | 3.2% | -0.1 | i
COC(=O)CN(C)C(=O)c1ccc2nc(Cc3cccc(Cl)c3)oc2c1 | i | -14.5% | ? | -4.0% | 1.5% | 8.6% | 4.0% | -1.6 | i
O=C(O)c1ccc(S(=O)(=O)c2ccccc2)cc1 | i | -3.3% | 2.4% | 2.8% | 1.3% | -0.1% | -0.5% | 1.6 | i
Cc1cc(Br)ccc1NC(=O)CN(C)C(=O)Cn1c(=O)cnc2ccccc21 | i | -14.4% | 3.8% | 5.8% | -3.2% | 2.2% | 3.2% | 0.5 | i
O=C(O)c1ccc(N2Cc3ccccc3C2)cc1O | i | 1.0% | 6.3% | -5.8% | -2.4% | 0.8% | -0.4% | 2.8 | i
CC(C)CC(=O)NC1(C(F)(F)F)C(=O)N(Cc2ccccc2)C2=C1C(=O)CC(C)(C)C2 (stereo unspecified) | i | -21.1% | 13.0% | -0.6% | -2.0% | -4.4% | -0.7% | -1.0 | i

Screening results as filed in PubChem.
